Compound activity from PubChem.
Large T inhibition: SV40 large T antigen inhibitors, biochemical (AID 1903) | SV40 large T antigen ATPase/helicase inhibition assay; higher % means a stronger effect | inhibition, % at 20 µM, or IC50 in µM where a hit was titrated | actives 0.39% (n = 310,000); in the data active means a potency from the dose series; inconclusive means inhibition mostly from about 32% at the one dose, without a potency; inactive means the rest, 99 in 100 with inhibition below about 32%; further: strong numbers were not always called active
MgcRacGAP inhibition: MgcRacGAP GTPase-activating activity inhibitors, confirmation, biochemical, ADP Hunter fluorescence. MgcRacGAP-stimulated Rac1 GTP hydrolysis, ADP Hunter fluorescence; higher % means a stronger effect; GST-tagged Rac1 F28L mutant substrate. actives 0.6% (n = 340,000). AID 624330. inhibition, % at 30 µM, or IC50 in µM where a hit was titrated;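 active means first-screen hits whose inhibition reached a set limit at any dose in the follow-up dose series; inconclusive means inhibition above the set first-screen limit but never retested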;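 further: fluorescence reports GDP produced by GAP-driven GTP hydrolysis; strong numbers were not always called active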
Hep lipid drop: modulators of hepatic lipid droplet formation | AML12 mouse hepatocytes, oleate lipid droplets, BODIPY imaging | inhibition, % at 6.5 µM | actives 0.4% (n = 240,000) | AID 1656;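 active means lipid droplet intensity inhibited by at least 50%, with more than 500 cells counted; inconclusive means wells with under 300 cells, treated as cytotoxic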
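Assay system: AML12 mouse liver cells | Compound: 6.5 µM single-point dosing | Schedule: Overnight exposure | Technique: Fluorescence imaging, 20x objective, two fields per well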
NTR1 ag: NTR1-driven beta-arrestin-GFP spot formation – imaging, U2OS cells, high content, primary screen (AID 493036); activation, % at 20 µM; P30989; agonist mode; actives 0.17% (n = 330,000);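 active means activation at or above 40% of the spot to cytoplasm intensity ratio, with at least 20 cells analyzed; inconclusive means wells under 20 cells, flagged as cytotoxic or low count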;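 further: 0% = DMSO without peptide and 100% = 100 nM NTR1 peptide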
Target sequence (P30989 whole entry, looked up): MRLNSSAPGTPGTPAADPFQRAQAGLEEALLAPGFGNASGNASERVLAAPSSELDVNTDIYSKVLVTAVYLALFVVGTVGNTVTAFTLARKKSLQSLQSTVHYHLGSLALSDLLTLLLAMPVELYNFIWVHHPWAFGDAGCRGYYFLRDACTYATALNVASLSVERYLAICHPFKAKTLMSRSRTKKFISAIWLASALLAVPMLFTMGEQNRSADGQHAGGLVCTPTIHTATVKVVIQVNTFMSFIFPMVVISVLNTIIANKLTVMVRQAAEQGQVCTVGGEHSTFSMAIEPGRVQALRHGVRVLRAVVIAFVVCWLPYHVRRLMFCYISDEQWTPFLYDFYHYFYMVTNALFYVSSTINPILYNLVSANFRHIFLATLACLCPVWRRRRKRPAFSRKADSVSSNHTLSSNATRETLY
GPR55 LPI antagonism: GPR55 antagonists blocking LPI-driven arrestin recruitment, primary screen, imaging, U2OS, beta-arrestin-GFP, LPI agonist (AID 2013); U2OS GPR55 beta-arrestin-GFP translocation imaging, LPI antagonism; higher % means a stronger effect; inhibition, % at 10 µM, or IC50 in µM where a hit was titrated; actives 0.13% (n = 290,000);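 active means spots per cell inhibited over 60%, with over 100 cells counted and total cytoplasm intensity under 500,000; inconclusive means wells with under 100 cells, flagged as likely toxic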;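 further: U2OS cells stably carrying GPR55 and arrestin-GFP stimulated by 5 µM LPI near EC80; imaged beta-arrestin-GFP aggregate spots per cell after agonist stimulation; plate controls were LPI-stimulated DMSO wells for no effect and DMSO wells without LPI for full effect; some results filed as inactive read as strong as hits; confirmed hits need IC50 under 10 µM and bright autofluorescent wells are also inconclusive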
LYP inhibition: inhibitors of LYP phosphatase, biochemical, fluorescence intensity, uHTS (AID 1779); recombinant LYP phosphatase, fluorescence intensity; higher % means a stronger effect; inhibition, % at 11.5 µM, or IC50 in µM where a hit was titrated; actives 0.054% (n = 290,000); in the data active means inhibition above about 50%;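 further: plate controls were vehicle with enzyme for no effect and no enzyme for full effect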
GPR55 activation: selective activators of receptor GPR55 – imaging, U2OS cells, beta-arrestin-GFP redistribution, primary screen (AID 1961). actives 0.048% (n = 290,000). U2OS GPR55 beta-arrestin-GFP redistribution imaging; higher % means a stronger effect. activation, % at 10 µM, or EC50 in µM where a hit was titrated;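 active means activation above 40% with more than 50 cells counted in the well; inconclusive means wells holding fewer than 50 cells, flagged as toxic or sparse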;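 further: U2OS osteosarcoma cells stably expressing GPR55 and beta-arrestin-GFP; plate controls were DMSO negative control for no effect and LPI positive control for full effect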
T cell modulator: T cell immune modulators affecting CD8 T cell-vesicle binding. 2C CD8+ T cell-vesicle binding, flow cytometry; active compounds read low. calls only at 7 µM. actives 0.068% (n = 330,000). AID 2052;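 active means response, share of CD8 T cells binding vesicles, and their 90th percentile fluorescence all below set limits, cut at about 80% in these data, passing the limit was not always enough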
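Incubation: binding step 1.5 h, 37 °C, antibody labelling 20 min, ice; system: murine 2C transgenic CD8+ T lymphocytes; technique: cytometric PE anti-B7-1 and Alexa647 anti-CD8 signals after 1% paraformaldehyde fixation; also added: QL9-charged Drosophila Ld/ICAM-1/B7-1 vesicles; control set: naked versus QL9-loaded vesicles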
GPR35 arrestin U2OS: inhibition of zaprinast-stimulated GPR35 beta-arrestin translocation – imaging, U2OS, beta-arrestin-GFP, zaprinast agonist, primary screen (AID 2058); U2OS GPR35 beta-arrestin-GFP translocation imaging, zaprinast antagonism; higher % means a stronger effect; inhibition, % at 10 µM; hits with a dose series show IC50 in µM; actives 0.052% (n = 290,000);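 active means inhibition of at least 50% with at least 30 cells and total cytoplasm GFP at most 10,000,000; inconclusive means under 30 cells or total GFP of 10,000,000 plus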
Hep lipid drop cells 6.5 µM: recorded beside Hep lipid drop, whose call it bears; cell count; measured here: cell count, cytotoxicity flag;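 cells counted across two imaged fields per well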
T cell modulator vesicle-bound %: also measured in T cell modulator; calls as there; double positive events, %; measured here: CD8+ vesicle-bound cell fraction;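 binding gate set so that unloaded-vesicle control wells show 10% double positive cells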
NTR1 ag cell count 20 µM: also measured in NTR1 ag; calls as there; cell count; measured here: cell count, cytotoxicity flag
The depositor's hits bear a star; i = inactive; ? = inconclusive; · = not tested or not shown. Random draw from the library (roughly 1.8% active in at least one column).

SMILES | Large T inhibition | MgcRacGAP inhibition | Hep lipid drop | Hep lipid drop cells 6.5 µM | NTR1 ag | NTR1 ag cell count 20 µM | GPR55 LPI antagonism | LYP inhibition | GPR55 activation | T cell modulator | T cell modulator vesicle-bound % | GPR35 arrestin U2OS
CCN(CC)Cc1cc(C(C)=O)ccc1O | 7% | 2% | 10 | 777 | -0.1 | 63 | 5% | -6% | -0.1% | i | 58 | 0%
O=C(CCCN=C1NS(=O)(=O)c2ccccc21)OCC(=O)c1ccc(Br)cc1 | 19% | 1% | -8 | 611 | -0.5 | 51 | ? | -9% | -0.1% | i | 34 | 11%
COc1ccc(C)cc1NC(=O)C(OC(=O)c1ccc([N+](=O)[O-])o1)c1ccccc1 (centres undefined) | 8% | 0% | -7 | 617 | 5.8 | 86 | 10% | 2% | 0.5% | i | 36 | 14%
CCOC(=O)c1[nH]cnc1C(=O)Nc1ccc(C)cc1 | 8% | -5% | 24 | 785 | 0.5 | 76 | 4% | -6% | 0.0% | i | 44 | 1%
c1nnc2c3c4c(sc3ncn12)CCC4 | 4% | -1% | · | · | 4.8 | 46 | -1% | -4% | -0.2% | i | 20 | 1%
O=C(CN1CCc2ccccc2C1)Nc1ccc(Br)cc1 | 15% | 10% | 3 | 787 | -0.3 | 74 | 2% | -2% | -0.1% | i | 34 | 12%
COc1ccccc1C(=O)Nc1ccnn1C1CCN(CCC(C)c2ccc(C)o2)CC1 (centres undefined) | 1% | 7% | 35 | 858 | -0.3 | 77 | 14% | -11% | -0.1% | i | 68 | 10%
CCOc1ccc(/C=C/C(=O)NCc2ccccc2)cc1 | 17% | 5% | 23 | 684 | 1.4 | 59 | 7% | 6% | 0.2% | i | 36 | 8%
O=C(Nc1cccc(C(F)(F)F)c1)C1CCN(S(=O)(=O)c2cnc[nH]2)CC1 | 0% | 5% | 9 | 766 | 2.0 | 53 | -5% | -8% | -0.1% | i | 35 | 2%
O=C(CCCC(=O)N(c1cccc(F)c1)C(C(=O)NC1CCCC1)c1ccc(O)cc1)Nc1ccccn1 (centres undefined) | 4% | 6% | -7 | 767 | 0.7 | 55 | 5% | -4% | -0.2% | i | 9 | -4%
COc1ccc(S(=O)(=O)N(CC(=O)NCc2ccco2)c2ccccc2OC)cc1 | 2% | 7% | 1 | 776 | 1.3 | 50 | -8% | -15% | -0.1% | i | 6 | 12%
CN(CC(=O)Nc1cccc(F)c1)C(=O)c1ccc(N2CCCC2)c([N+](=O)[O-])c1 | 18% | -7% | · | · | 3.5 | 58 | · | · | · | i | 5 | ·
O=C(CCCc1c[nH]c2ccccc12)Nc1ccc2ccccc2c1 | -7% | 1% | -2 | 702 | 3.0 | 55 | 2% | -1% | 0.1% | i | 44 | 8%
CCn1c(=O)cc(OCC(=O)N(C)c2ccccc2F)c2ccccc21 | 0% | 5% | · | · | 0.4 | 51 | -8% | -4% | -0.1% | i | 34 | 10%
CN(Cc1nc2ccccc2s1)C(=O)c1ccc(F)cc1 | 3% | 1% | 1 | 773 | 2.2 | 23 | 0% | -4% | -0.2% | i | 15 | -4%
O=C(N/N=C1\CC(c2ccccc2)Oc2ccccc21)c1cccnc1 (centres undefined) | 17% | 13% | 7 | 693 | 3.7 | 57 | -12% | -8% | -0.2% | i | 35 | -5%
O=C(NCCc1ccc(Cl)cc1)C1CCCN(S(=O)(=O)c2cnc[nH]2)C1 (centres undefined) | 9% | -14% | · | · | 4.6 | 63 | 0% | -1% | -0.1% | i | 43 | -16%
CCCCn1cnc2cc(NCc3cccc(OC)c3O)ccc21 | ? | 13% | · | · | 0.6 | 64 | 8% | -1% | -1.0% | i | 27 | -1%
COc1ccccc1NC(=O)NCc1ccc(C)n1C | 3% | 8% | 20 | 721 | 0.7 | 67 | -8% | -6% | -0.1% | i | 29 | 0%
N=C1C=CC=C2C1=NC1(CCCCC1)N2O | 10% | 8% | -14 | 518 | 0.9 | 48 | -6% | -4% | -0.3% | i | 31 | -2%
CC(C(=O)Nc1cccc(S(=O)(=O)N2CCOCC2)c1)N1CCN(C/C=C/c2ccccc2)CC1 (centres undefined) | 21% | -8% | 4 | 680 | -1.2 | 53 | -8% | -2% | 1.0% | i | 18 | 5%
CC(C(=O)Nc1ccc(N2CCOCC2)cc1)N1C(=O)c2ccccc2C1=O (centres undefined) | 5% | 1% | -26 | 693 | -0.1 | 55 | -11% | -2% | -0.1% | i | 10 | 2%
CC1CC(C)CN(CC(O)COc2ccc3c(c2)CCC3)C1 (centres undefined) | 7% | 4% | 16 | 682 | 1.7 | 46 | 23% | -2% | 0.2% | i | 26 | 8%
O=C(CN(C(=O)CNC(=O)c1cccs1)c1ccccc1F)NC1CCCCC1 | 5% | 4% | -10 | 755 | -0.8 | 52 | 4% | -7% | -0.4% | i | 26 | 16%
O=C(NNC(=O)c1ccccc1[N+](=O)[O-])c1ccco1 | 8% | 5% | 17 | 696 | 4.1 | 33 | 6% | -4% | -0.8% | i | 50 | 9%
CC(=O)N1CCN(CC(=O)Nc2cc([N+](=O)[O-])ccc2Cl)CC1 | 6% | 5% | -13 | 672 | 0.4 | 61 | 18% | -12% | -0.4% | i | 56 | 4%
CCOc1ccc(C(=O)NCCc2ccc3c(c2)OCCO3)cc1 | 8% | 7% | -19 | 635 | 0.8 | 33 | 7% | -3% | -0.1% | i | 34 | 2%
NC1=NC(c2cccc(O)c2)n2c(nc3ccccc32)N1 (centres undefined) | 4% | 6% | · | · | -0.2 | 40 | 12% | -9% | -0.3% | i | 11 | -8%
O=C(NNc1c2ccccc2nc2ccccc12)c1ccc(O)cc1 | ? | ? | 3 | 631 | 3.4 | 83 | -11% | -4% | -0.3% | i | 56 | 27%
CCOC(=O)C1=C(N)N(c2ccccc2)C(=O)C1 | -1% | 1% | 0 | 737 | -1.8 | 59 | -1% | -2% | 0.8% | i | 2 | 4%
COC(=O)c1cc(C(=O)OC)n(Cc2ccc(F)cc2)c1C | 7% | 5% | 5 | 748 | -0.6 | 54 | 16% | -2% | 0.4% | i | 11 | -2%
CC(=O)N1CCOc2ccc(S(=O)(=O)N3CCN(c4cccc(C(F)(F)F)c4)CC3)cc21 | -1% | 16% | -4 | 787 | 0.7 | 49 | 1% | 1% | 0.4% | i | 9 | -13%
CCCCCCC(C)OC(=O)c1ccccc1C(=O)O (centres undefined) | 5% | 5% | 10 | 830 | 1.1 | 90 | 10% | 1% | 0.2% | i | 62 | 8%
COc1ccc(C(C(=O)NC2CCCC2)N(Cc2cccnc2)C(=O)c2snc(C(N)=O)c2N)cc1 (centres undefined) | 26% | 7% | 12 | 792 | 0.5 | 48 | 2% | -9% | 0.0% | i | 42 | 12%
Cn1nnnc1SCC(=O)N1CCCCC1 | 11% | 6% | 14 | 826 | 0.1 | 41 | -5% | -6% | 0.2% | i | 22 | 4%
Oc1c(C(Nc2ccccn2)c2cccnc2)cc(Cl)c2cccnc12 (centres undefined) | 22% | 12% | 24 | 710 | -0.7 | 59 | 12% | -8% | -0.3% | i | 36 | -1%
COc1cccc(CN(C)C(=O)CSCC(=O)Nc2ccc(C)cc2)c1OC | 4% | 4% | · | · | 0.1 | 93 | · | · | · | i | 11 | ·
COCC(C)N=C1NN=C(c2cccs2)C(CC(=O)O)S1 (centres undefined) | 24% | -3% | -3 | 676 | 0.5 | 47 | -20% | 10% | 0.5% | i | 60 | -4%
COc1ccc(NC(=O)CNC(=O)c2nn(-c3ccc(OC)cc3OC)c(=O)c3ccccc23)c(OC)c1 | 6% | 4% | -6 | 794 | 0.6 | 35 | 4% | -9% | -0.1% | i | 30 | 17%
COc1ccc(/C=N/NC2=NS(=O)(=O)c3ccccc32)cc1OC | 26% | 6% | -5 | 693 | -1.6 | 62 | -2% | -1% | 0.3% | i | 38 | 1%
CCO[C@@H]1OC(C(N)=O)=C[C@H](c2ccc(C(F)(F)F)cc2)[C@H]1CCCO | 6% | 8% | 6 | 697 | -3.0 | 87 | 0% | -5% | 0.1% | i | 31 | -4%
Cc1cccc(C)c1-n1nnnc1-c1cnccc1C(F)(F)F | 9% | 0% | -22 | 704 | 0.4 | 58 | 0% | -8% | -0.4% | i | 55 | -3%
CCCOc1ccc(C(=O)Nc2cc(-c3nn4c(C)nnc4s3)ccc2C)cc1 | -1% | 5% | · | · | 3.6 | 62 | 6% | -4% | -0.1% | i | 63 | -11%
CCc1nnc(NC(=O)c2ccc(N3C(=O)CCC3=O)cc2)s1 | 1% | 8% | -11 | 725 | -1.0 | 94 | 8% | -5% | 0.3% | i | 32 | -4%
CCCN(CCC)C(=O)Cc1ccc(F)cc1 | 6% | 6% | 4 | 660 | 0.6 | 70 | 1% | -4% | -0.3% | i | 16 | 1%
COc1ccc(OCC(=O)N(Cc2sccc2C)C2CCS(=O)(=O)C2)cc1 (centres undefined) | · | 9% | 0 | 740 | 0.3 | 56 | 2% | -10% | 0.0% | i | 21 | -12%
CCC1(C)NC(=O)N(/N=C/c2ccc(C)s2)C1=O (centres undefined) | -1% | 7% | 36 | 639 | -0.6 | 97 | -5% | -3% | -0.1% | i | 14 | 7%
COc1ccc2oc(C(=O)OCC(=O)Nc3cc(S(=O)(=O)N4CCOCC4)ccc3C)c(C)c2c1 | 11% | 4% | · | · | 0.6 | 52 | · | · | · | i | 52 | ·
